Compound activity (PubChem BioAssay)
H9c2 protect: cardioprotection against H2O2-induced cell death, primary screen, uHTS, H9c2 cells, ATPLite luminescence; H9c2 cardiomyocytes, H2O2 injury protection, 2 h; protection from H2O2 cell death, % at 20 µM; 0.63% of 360,000 active; AID 588492, 2011;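 active = compounds giving at least 50% protection of heart cells from peroxide-induced death in the single-dose screen, raw or plate-pattern-corrected value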;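 also: 0% = DMSO wells with peroxide and 100% = DMSO wells without peroxide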
NR2E3 ag-1: NR2E3 agonists in two-hybrid cells, primary screen, cell-based, luminescence, CHO-S, Gal4-NCOR/VP16-NR2E3 | Photoreceptor-specific nuclear receptor (Homo sapiens), Q9Y5X4 | luciferase | inhibition of corepressor binding, % at 3.98 µM | 0.35% of 360,000 active | AID 602229, 2012;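 active = inhibition above the mean of all tested compounds plus 3 SD, cut at about 70% in these data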;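 also: 0% = DMSO with NR2E3 transfected cells and 100% = cells lacking NR2E3 construct; higher means lower luciferase signal from less NR2E3 corepressor binding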
Target sequence (Q9Y5X4 whole entry, looked up, the tested form may be a part): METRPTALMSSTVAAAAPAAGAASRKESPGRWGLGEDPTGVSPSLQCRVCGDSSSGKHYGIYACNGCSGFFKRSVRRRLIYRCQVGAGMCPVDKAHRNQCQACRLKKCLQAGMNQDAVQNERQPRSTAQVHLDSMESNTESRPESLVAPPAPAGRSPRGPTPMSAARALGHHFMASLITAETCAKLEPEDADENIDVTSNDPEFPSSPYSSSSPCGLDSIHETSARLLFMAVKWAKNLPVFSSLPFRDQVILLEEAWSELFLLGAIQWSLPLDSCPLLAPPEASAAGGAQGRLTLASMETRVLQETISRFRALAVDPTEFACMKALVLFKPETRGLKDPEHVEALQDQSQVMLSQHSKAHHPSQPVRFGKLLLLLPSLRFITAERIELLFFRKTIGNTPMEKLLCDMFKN
TRPM1 prom inh: inhibitors of MITF-dependent TRPM1 promoter reporter, primary screen, cell-based, SK-MEL-5, single point, luciferase; SK-MEL-5 TRPM1 promoter luciferase, 24 h; inhibition, % at 12.5 µM; AID 488899, 2010; 0.83% of 330,000 active;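 active = mean inhibition across replicates of 60% or more, whatever share of single replicates reaches that level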; also: values of inactives mirror those of a sister screen read the other way
Peg3 promoter: Peg3 promoter-driven luciferase inhibitors, primary screen, cell-based, HeLa, luciferase luminescence; HeLa PEG-Prom luciferase reporter, overnight; inhibition, % at 20 µM; 1.7% of 360,000 active;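 active = inhibition of at least 50% at 20 µM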
CaV13 ICDI inh: Primary screen for inhibitors of IQ motif and Ca2+-dependent inactivation inhibitor domain binding in CACNA1D, Förster resonance energy transfer in living cells, …; 0.098% of 340,000 active; AID 743397; HEK cells, CFP/YFP FRET ICDI-IQ, plate reader, 10 min; percent FRET-ratio fall versus neutral wells; inhibition, % at 12.3 µM;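 active = mean replicate inhibition of at least 30% and at least 1% of replicates passing that level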;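 also: 0% = median of the neutral control wells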
HIF-2a inh: HIF-2a reporter inhibitors, primary screen, luminescence, 786-0 RCC cells; inhibition, % at 18.8 µM; 0.72% of 360,000 active; 786-0 RCC cells HIF-2a reporter, luciferase luminescence, overnight; AID 624352, 2012;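 active = inhibition of the luminescence signal of 40% or more relative to plate controls, in a single-dose primary screen at 18.75 µM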
NR2E3 ag-2: inhibitors of NR2E3-RetCOR corepressor binding, primary screen, NR2E3 agonist project, biochemical, TR-FRET, GST-NR2E3, biotin-RetCOR; Photoreceptor-specific nuclear receptor (Homo sapiens), Q9Y5X4; 1536-well; inhibition of corepressor binding, % at 4.78 µM; 0.12% of 320,000 active; AID 2300, 2010;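 active = percent inhibition above the cutoff of mean plus 3 SD of all tested compounds, set per screening campaign, cut at about 20% in these data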;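 also: 0% = DMSO wells and 100% = biotin wells as full block of FRET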
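Test system: GST-NR2E3 and biotin-RetCOR proteins | Quantity: 1.35 nM GST-tagged NR2E3 final | Medium: Tris pH 7.5 | Also added: 7 nM biotin-RetCOR | Dosing: Compound at 4.8 µM, single dose | Timing: 5 h at 4 °C | Detection: Time-resolved FRET | Read-out basis: Percent inhibition | Benchmarks: Biotin wells as high control, 0.6% DMSO wells as low control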
iPSC survival up: enhancers of single-cell hiPSC survival, primary screen, ATPlite luminescence. 0.044% of 360,000 active. AID 602274, 2012. survival enhancement, % at 20 µM. 100% = ROCK inhibitor wells, 0% = DMSO; in the data active = survival enhancement above about 18%;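 also: cells exposed to compounds for 16 hours before the ATP read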
m5-HT2A agonist: mouse Htr2a agonists via beta-arrestin recruitment, primary screen, cell-based, luminescence | 5-hydroxytryptamine receptor 2A (Mus musculus), P35363 | 0.66% of 360,000 active | CHO-K1 mHTR2A beta-arrestin complementation; percent of 30 µM serotonin response | activation, % at 7.6 µM | AID 624169, 2012;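 active = activation above a run cutoff, the mean activation of all tested compounds plus 3 SD, cut at about 14% in these data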;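 also: 0% = plate median of compound wells and 100% = 30 µM serotonin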
Target sequence (P35363 whole entry, looked up): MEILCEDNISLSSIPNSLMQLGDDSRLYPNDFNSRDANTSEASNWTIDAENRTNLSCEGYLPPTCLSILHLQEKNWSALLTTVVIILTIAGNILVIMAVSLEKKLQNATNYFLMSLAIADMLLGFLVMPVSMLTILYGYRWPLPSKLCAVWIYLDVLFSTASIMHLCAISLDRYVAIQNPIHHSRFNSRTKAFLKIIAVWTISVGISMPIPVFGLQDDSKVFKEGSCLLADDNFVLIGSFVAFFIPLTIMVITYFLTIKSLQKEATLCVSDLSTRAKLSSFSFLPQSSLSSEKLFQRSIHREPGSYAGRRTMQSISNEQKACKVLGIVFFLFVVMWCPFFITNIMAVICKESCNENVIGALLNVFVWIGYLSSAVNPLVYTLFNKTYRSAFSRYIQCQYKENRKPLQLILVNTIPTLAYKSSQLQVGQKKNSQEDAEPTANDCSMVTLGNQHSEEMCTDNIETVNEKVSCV
Shn3 inh set2: reduction of Shn3 3'UTR firefly luciferase signal, primary screen, Schnurri-3 inhibitor project, cell-based, Clone20 osteoblasts, set 2 | Clone20 osteoblast Shn3 3'UTR firefly luciferase, 24 h | inhibition, % at 12.5 µM | 0.52% of 360,000 active | AID 588674, 2011;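 active = mean inhibition of at least 75% with every replicate also reaching 75%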;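 also: 0% = median of neutral control wells and 100% = pilot-screen positive control compound; some compounds past the cut are filed as inactive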
PDI turbidity: inhibitors of human PDI, primary screen, biochemical, turbidity, single point, plate reader. PDI insulin aggregation turbidity, A650, 90 min. inhibition, % at 10 µM. 0.052% of 350,000 active;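 active = mean inhibition across replicates of 30% or more, whatever share of single replicates reach that level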;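 also: absorbance from insulin aggregation driven by PDI reduction with DTT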
An asterisk follows results filed as active; . = no result given.

SMILES	H9c2 protect	NR2E3 ag-1	TRPM1 prom inh	Peg3 promoter	CaV13 ICDI inh	HIF-2a inh	NR2E3 ag-2	iPSC survival up	m5-HT2A agonist	Shn3 inh set2	PDI turbidity
CC(=O)Nc1ccc2c(c1)NC(=O)CC2	12.6	-5.8	-0.4	16.3	-7.1	4.6	4.4	3.7	-2.4	3.7	-8.3
CN(C)c1cc(N/N=C\c2ccccc2)nc(N(C)C)n1	-11.3	23.1	0.4	13.7	-4.1	-31.7	-4.4	-1.9	-18.7	18.2	0.2
Clc1ccc(CN2CCCCCCC2)cc1	-1.4	2.8	-4.8	-2.3	-2.1	19.3	1.8	-1.4	-1.8	14.5	-3.8
COC(=O)c1cnn(-c2cc(Oc3cccc(C)c3)ncn2)c1N	-10.0	-21.0	-20.4	-110.3	.	-61.1	0.1	-0.9	-2.3	-28.8	-5.3
O=C(CN(Cc1cccs1)C(=O)CNS(=O)(=O)c1ccc(Cl)cc1)NCc1ccco1	4.4	-9.9	25.1	18.8	-2.5	11.2	0.8	2.1	-3.5	-14.9	2.2
CCc1noc(C)c1C(=O)Nc1nc2c(C)cccc2s1	-4.2	-28.7	-9.1	-66.3	-4.4	-109.5	2.7	-0.5	5.4	-21.9	1.2
O=C(COC(=O)CCc1c[nH]c2ccccc12)Nc1ccc([N+](=O)[O-])cc1	-14.7	1.9	-0.5	-6.5	-10.6	4.6	-2.3	-0.9	-0.9	2.7	-0.9
Cc1ccc(S(=O)(=O)N(C)c2ccc(C(=O)N3CCC(C(N)=O)CC3)cc2)cc1	-5.1	-4.7	14.4	9.4	-0.2	22.4	0.6	3.1	-1.4	1.3	-1.8
O=C(c1ccc(CS(=O)Cc2ccc(Cl)cc2)o1)N1CCN(c2cccc(Cl)c2)CC1 (centres undefined)	2.3	29.3	3.5	29.1	-3.6	16.0	2.3	0.6	-0.5	14.5	4.4
Cn1c(N)c(C(=O)N2CCN(c3ccccc3)CC2)c(=O)n(C)c1=O	7.9	-5.3	.	6.0	-15.4	7.6	.	-1.8	0.2	0.2	8.1
COc1ccc(OC)c2[nH]c(=O)c(CCNC(=O)C3CCCCC3)cc12	17.0	-1.9	0.2	-2.1	.	20.0	-1.6	2.6	0.3	-9.9	3.6
O=C1CC(Nc2ccc(N3CCOCC3)cc2)C(=O)N1c1ccccc1F (centres undefined)	3.7	10.6	.	12.8	-7.7	6.1	-2.2	-0.8	5.5	-8.9	0.8
O=C(O)c1ccccc1-c1ccccc1C(=O)Nc1cccc2ccccc12	10.6	2.5	1.9	-4.3	.	0.6	2.5	-0.2	4.1	-6.6	-1.8
COc1cccc(NC(=O)Cn2cc(C#N)c3ccccc32)c1	0.1	-1.6	2.6	13.8	.	18.8	-1.6	-0.7	3.3	21.2	5.0
O=C(NNC(=O)c1cncc(Br)c1)c1ccncc1	0.1	-10.9	-4.4	4.2	-1.9	12.2	2.2	0.6	-8.3	0.7	6.4
CCCCCCC(=O)OCC(=O)c1ccc2c(c1)NC(=O)CO2	-5.5	-9.3	11.8	-0.9	-17.9	2.5	0.9	-0.2	0.6	-3.5	6.3
O=C(CCC(=O)Nc1ccccc1Cl)NN=C1CCCC1	-1.6	-10.1	-12.5	9.3	.	7.5	.	0.4	3.8	6.4	-7.9
COc1ccc2nc(-c3cccc(N)c3)[nH]c2c1	-23.9	-101.0	-58.9	-124.0	-0.5	-58.8	0.8	-4.8	-1.8	-11.1	-4.7
Cc1nn(-c2ccccc2)cc1/C=N/NC(=O)c1cccs1	7.9	-48.1	-21.2	-109.0	4.3	-108.0	0.3	-0.4	-3.0	-32.4	-2.8
O=C1OCCN/C1=C\C(=O)c1ccccc1	-0.1	-4.8	2.2	11.7	-2.5	17.5	-0.1	0.2	1.6	12.3	-9.8
CN(C)N=Nc1nc2c([nH]1)c(=O)n(C)c(=O)n2C	0.1	8.2	-10.1	8.5	-13.5	15.7	0.6	-0.2	-4.1	7.7	6.6
CC1CCCCN1S(=O)(=O)c1ccc(C(=O)Nc2ccccc2-c2nc3ccccc3[nH]2)cc1 (centres undefined)	-8.3	-7.3	8.9	43.4	-5.4	10.0	-3.6	-2.1	0.8	37.2	-22.4
O=C(NCCS(=O)(=O)N1CCN(c2ccc(F)cc2)CC1)c1ccc(Br)o1	-1.6	-2.7	-8.9	-15.0	-3.3	-1.2	2.2	-0.5	-7.4	2.6	-0.3
CSc1nc(O)c(C(c2ccccc2Cl)c2c(O)nc(SC)[nH]c2=O)c(=O)[nH]1	11.7	-6.3	-9.1	0.4	-17.0	9.4	2.9	0.4	3.7	8.2	-3.2
CN(C(=O)c1cccc(NC(=O)Cc2ccc(NC(=O)C3CCCN(S(=O)(=O)c4cccc([N+](=O)[O-])c4)C3)cc2)c1)C1CCCCC1 (centres undefined)	-2.2	20.0	16.2	20.9	-6.9	1.8	.	-1.6	4.4	11.1	-2.3

Random excerpt: two entries already listed
SMILES	H9c2 protect	NR2E3 ag-1	TRPM1 prom inh	Peg3 promoter	CaV13 ICDI inh	HIF-2a inh	NR2E3 ag-2	iPSC survival up	m5-HT2A agonist	Shn3 inh set2	PDI turbidity
COc1ccc(OC)c2[nH]c(=O)c(CCNC(=O)C3CCCCC3)cc12	17.0	-1.9	0.2	-2.1	.	20.0	-1.6	2.6	0.3	-9.9	3.6
CCc1noc(C)c1C(=O)Nc1nc2c(C)cccc2s1	-4.2	-28.7	-9.1	-66.3	-4.4	-109.5	2.7	-0.5	5.4	-21.9	1.2

(next part)
SMILES	H9c2 protect	NR2E3 ag-1	TRPM1 prom inh	Peg3 promoter	CaV13 ICDI inh	HIF-2a inh	NR2E3 ag-2	iPSC survival up	m5-HT2A agonist	Shn3 inh set2	PDI turbidity
Cc1ccc(-n2ncc3ccccc3c2=O)cc1Cl	-9.3	-105.7	-21.7	-286.0	-2.0	-256.9	-2.0	-0.7	-1.0	-27.8	-5.2
CCOC(=O)C1C(=O)C(=O)N(Cc2ccccc2)C1C(=O)OCC (centres undefined)	-0.2	-17.4	3.8	-35.7	-4.5	-2.0	.	2.8	-3.4	-14.8	-2.5
Cc1nnc2ccc(-c3ccc(NS(=O)(=O)c4ccccc4)cc3)nn12	14.0	7.8	-24.8	-1.2	-6.5	11.6	.	-0.4	3.7	-8.4	0.8
COCCNc1nnc(SCC(=O)Nc2cc(-c3ccccc3)nn2-c2ccccc2)s1	6.5	-22.4	1.8	-6.5	-4.3	-6.1	2.4	3.0	-3.1	-8.2	3.3
CN(CC(=O)Nc1ccc(F)cc1)CC(=O)NC1CCCCC1	-5.4	1.2	9.8	10.0	-2.7	2.9	2.3	-0.5	-2.5	-14.6	11.2
CC(=O)NCCNc1ccc([N+](=O)[O-])cc1C#N	-3.6	-24.2	-1.4	-14.0	-3.8	15.1	4.6	-0.3	-2.8	-14.8	-10.6
CCCCC(=O)N/N=C/c1ccc(N2CCOCC2)c([N+](=O)[O-])c1	7.0	-1.6	-2.4	11.2	-2.2	5.1	0.1	-0.8	3.6	11.4	0.2
Cn1c(CC(=O)Nc2ccccc2F)nnc1SCC(=O)N1CCOCC1	-1.4	-40.3	-20.7	-53.7	-6.0	-59.2	-1.0	0.2	2.5	-44.1	-2.5
CC(C)Oc1ccc(S(=O)(=O)N2CCOCC2)cc1NC(=O)c1cccc(S(=O)(=O)N2CCCC2)c1	11.7	-10.2	1.2	17.6	-5.9	4.5	.	-5.9	0.5	9.7	-8.6
OC1CCN(Cc2ccc3ccccc3c2)CC1	0.7	3.3	0.4	-1.5	-5.0	7.9	.	-0.6	-2.6	0.8	-2.1
O=C(NC1CCCC1)C1CC(=O)N(C2CCCCCCC2)C1 (centres undefined)	2.8	-11.9	-2.3	14.5	-8.7	14.9	1.5	0.1	-1.9	22.1	-4.8
O=C(CCS(=O)(=O)c1ccc(Br)cc1)NC1CCCCCC1	-3.6	-1.6	-2.8	9.5	-2.6	6.8	-1.9	0.7	-2.6	-13.1	5.5
Oc1ccc(C2Nc3cccc4cccc(c34)N2)c(O)c1	27.6	-15.2	5.4	-47.3	.	-36.8	-2.8	1.0	3.8	-16.2	9.0
CCc1ccc2[nH]c(=O)c(CN(Cc3ccccc3)C(=O)Nc3ccccc3OC)cc2c1	4.7	1.9	6.8	10.3	-8.3	0.7	-0.1	-1.0	0.7	62.3	1.8
CCCn1c(NC(=O)CCNC(=O)c2ccccc2Cl)nc2ccccc21	-4.9	23.6	5.7	14.9	-17.9	11.1	0.9	0.4	-1.9	-3.4	3.7
COCCN1CCN(Cc2cn[nH]c2-c2cc3ccccc3o2)CC1	1.8	6.1	-14.2	-9.9	-4.5	2.6	-1.1	2.4	-2.2	5.2	-0.5
O=C(CCC(=O)c1cccs1)OCC(=O)N1CCN(S(=O)(=O)c2ccccc2)CC1	-1.2	-33.8	5.0	-6.4	-5.9	6.2	-0.3	0.3	3.3	0.2	1.5
O=C(COc1ccccc1Cl)NCCCNC(=O)c1ccccn1	-1.5	-2.8	-3.1	7.9	-2.9	2.0	-0.4	-0.1	-2.1	-5.1	4.5
CC(C)(C)NC(=O)C(c1cccs1)N(C(=O)c1csnn1)c1ccccc1F (centres undefined)	5.6	0.4	7.5	14.0	9.6	8.7	0.8	-0.3	0.2	-1.0	1.6
N#CCCn1cnc2ccccc21	3.4	-7.5	-9.8	7.2	-5.0	15.3	1.6	1.0	1.5	-8.7	1.5
Cc1ccnc(NS(=O)(=O)c2ccc(NC(=O)CCS(=O)(=O)c3ccccc3)cc2)n1	-3.7	-26.9	-4.9	-25.1	-4.8	-2.6	3.4	0.5	5.3	0.8	-3.2
Nc1ncnc(Nc2ccc(F)cc2)n1	-2.3	-16.3	-10.9	-30.6	-3.4	-14.4	0.3	-2.2	-1.5	-29.9	-6.9
Cc1ccccc1C(=O)OCc1cnc(Cl)s1	-3.7	-7.0	-10.8	-39.2	-3.7	-0.4	0.8	1.3	3.5	0.7	5.2
CCCS(=O)(=O)NC(=O)C1(C)CCCN(C(=O)c2c(OC)cccc2OC)C1 (centres undefined)	-2.1	-33.3	.	-5.2	-6.3	3.0	.	2.2	-1.1	-0.6	-13.7
COc1ccc(N2CCN(S(=O)(=O)c3cn(C)c(=O)n(C)c3=O)CC2)cc1	4.7	-20.2	-0.1	-1.9	6.3	3.1	3.5	0.9	0.4	17.8	2.3
O=C(CN1C(=O)c2cccc3cccc1c23)N1CCN(c2ccccc2)CC1	3.8	-10.6	31.0	7.1	-4.4	19.9	2.0	-2.8	-1.2	-16.8	-37.2
